From PubChem
mcGAS MS inh: inhibitors of Mus musculus cyclic GMP-AMP synthase, initial high-throughput assay, cell-free, RapidFire MS; Q8C6L5; recombinant mouse cGAS, cGAMP by RapidFire MS; inhibition, % at 12.5 µM; 130,000 compounds, 0.18% hits;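 active means inhibition of cGAS enzyme activity at or above 60%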;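 further: enzyme stimulated by 45 bp dsDNA with ATP and GTP substrates; cGAMP share of summed cGAMP plus half ATP and half GTP signals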
Target sequence (Q8C6L5 whole entry, looked up): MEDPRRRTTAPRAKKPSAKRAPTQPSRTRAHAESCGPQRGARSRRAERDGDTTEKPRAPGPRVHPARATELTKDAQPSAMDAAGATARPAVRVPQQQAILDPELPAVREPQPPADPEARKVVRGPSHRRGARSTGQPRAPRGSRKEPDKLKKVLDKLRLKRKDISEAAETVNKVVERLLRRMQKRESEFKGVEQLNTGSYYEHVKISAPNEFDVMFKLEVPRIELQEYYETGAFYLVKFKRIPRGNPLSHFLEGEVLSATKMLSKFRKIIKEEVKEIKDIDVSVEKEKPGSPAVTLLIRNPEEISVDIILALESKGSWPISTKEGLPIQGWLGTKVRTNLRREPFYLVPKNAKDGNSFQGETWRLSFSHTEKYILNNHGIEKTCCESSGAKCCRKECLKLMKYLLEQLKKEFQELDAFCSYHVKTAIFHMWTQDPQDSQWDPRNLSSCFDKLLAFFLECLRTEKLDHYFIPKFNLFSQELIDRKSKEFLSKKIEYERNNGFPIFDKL
Numbers without * were called inactive; & = joins results of further samples.

SMILES	mcGAS MS inh
Cc1cccc(C)c1OCC(=O)Nc1ccc(-c2nnc(N(C)C)o2)cc1	-27
CN(Cc1ccc(C(=O)NC2CC2)cc1)C(=O)c1cccc(F)c1	-12
COc1ccc(N2CCN(C(=O)C3CCCCC3C(=O)NN(C)c3ccccc3)CC2)cc1 (stereo not given)	-1
COc1ncccc1NC(=O)Cc1cc(Cl)c2c(c1)OCCCO2	-7
CC(C)=CCN1N=C(c2ccccc2)C(O)O1 (stereo not given)	-10
Cc1nn(S(=O)(=O)c2ccccc2[N+](=O)[O-])c(C)c1Sc1ccccc1	-3
CCS(=O)(=O)NCc1ccc(Oc2c(OC)cccc2OC)nc1	-5
O=S(Cc1ccc(Cl)cc1)Cc1cccc2ccccc12 (stereo not given)	3
COc1ccccc1CN(C)C(C)C(=O)Nc1ccc2[nH]c(=O)[nH]c2c1 (stereo not given)	-3
COc1cc(OC)c(C2SCCN2S(=O)(=O)c2ccc3ccccc3c2)cc1OC (stereo not given)	-4
CC(C(=O)Nc1ccc(Br)cc1F)N1CCOCC1 (stereo not given)	-4
CC(=O)N1CCOC(CNC(=O)COc2cccnc2)C1 (stereo not given)	-12
Brc1ccc(Oc2ccc(CNC3CC3)cc2)cc1	-2
CC(=O)c1[nH]c(C)c(C(=O)N2CCCCC2CCc2ccccn2)c1C (stereo not given)	-13
CCSCCNc1nccc(-c2cn(C)nc2C)n1	-27
O=C(CSc1nnnn1C1CC1)N1CCC2CCCCC2C1 (stereo not given)	-3
O=C(Nc1ccccc1F)N(CCO)C1CCc2ccccc21 (stereo not given)	2
C=C(C)COc1cccc(C(=O)N2CCCN(C(=O)C3CCCO3)CC2)c1 (stereo not given)	-20
C=c1nc(C)sc1=C1NN=C(SCC2CCCCO2)O1 (stereo not given)	-5
COC(=O)C1CN(CCS(=O)c2ccccc2)CCO1 (stereo not given)	0
CN(CC(=O)OC1CCCCCCC1)S(=O)(=O)c1cccnc1	-11
CC(C)CCNC(=O)C1CC(=O)N(C2CCCC2)C1 (stereo not given)	-2
Cc1cc2nnc(SCC(=O)C(C)(C)C)n2c(C)n1	-7
O=C(NNc1ccccc1)C(O)C(O)C(=O)NNc1ccccc1 (stereo not given)	6

Reformatted in CSV form: part of the list above
Structure,mcGAS MS inh
Cc1cccc(C)c1OCC(=O)Nc1ccc(-c2nnc(N(C)C)o2)cc1,-27
CN(Cc1ccc(C(=O)NC2CC2)cc1)C(=O)c1cccc(F)c1,-12
COc1ccc(N2CCN(C(=O)C3CCCCC3C(=O)NN(C)c3ccccc3)CC2)cc1 (stereo not given),-1
COc1ncccc1NC(=O)Cc1cc(Cl)c2c(c1)OCCCO2,-7
CC(C)=CCN1N=C(c2ccccc2)C(O)O1 (stereo not given),-10
Cc1nn(S(=O)(=O)c2ccccc2[N+](=O)[O-])c(C)c1Sc1ccccc1,-3
CCS(=O)(=O)NCc1ccc(Oc2c(OC)cccc2OC)nc1,-5
O=S(Cc1ccc(Cl)cc1)Cc1cccc2ccccc12 (stereo not given),3
COc1ccccc1CN(C)C(C)C(=O)Nc1ccc2[nH]c(=O)[nH]c2c1 (stereo not given),-3
COc1cc(OC)c(C2SCCN2S(=O)(=O)c2ccc3ccccc3c2)cc1OC (stereo not given),-4
CC(C(=O)Nc1ccc(Br)cc1F)N1CCOCC1 (stereo not given),-4
CC(=O)N1CCOC(CNC(=O)COc2cccnc2)C1 (stereo not given),-12
Brc1ccc(Oc2ccc(CNC3CC3)cc2)cc1,-2
CC(=O)c1[nH]c(C)c(C(=O)N2CCCCC2CCc2ccccn2)c1C (stereo not given),-13
CCSCCNc1nccc(-c2cn(C)nc2C)n1,-27
O=C(CSc1nnnn1C1CC1)N1CCC2CCCCC2C1 (stereo not given),-3
O=C(Nc1ccccc1F)N(CCO)C1CCc2ccccc21 (stereo not given),2
C=C(C)COc1cccc(C(=O)N2CCCN(C(=O)C3CCCO3)CC2)c1 (stereo not given),-20
C=c1nc(C)sc1=C1NN=C(SCC2CCCCO2)O1 (stereo not given),-5
COC(=O)C1CN(CCS(=O)c2ccccc2)CCO1 (stereo not given),0
CN(CC(=O)OC1CCCCCCC1)S(=O)(=O)c1cccnc1,-11
CC(C)CCNC(=O)C1CC(=O)N(C2CCCC2)C1 (stereo not given),-2
Cc1cc2nnc(SCC(=O)C(C)(C)C)n2c(C)n1,-7

Additional compounds follow:
SMILES	mcGAS MS inh
O=C(CCn1c(=O)oc2cc(Cl)ccc21)N1CCN(c2ccccc2Cl)CC1	-8
COc1ccc(-c2nnc(SCC(=O)C3CCCCC3)n2C(C)C)cc1	0
Cc1cc([N+](=O)[O-])nn1CC(=O)Nc1cnc2ccccc2c1	-7
CC(=O)C(C)OC(=O)C1CCN(c2nc3ccccc3o2)CC1 (stereo not given)	-2
CCOC(=O)C1(Cc2ccc(F)cc2F)CCCN(C(=O)Cc2nonc2C)C1 (stereo not given)	-5
CN1C(=O)CN(CC(F)F)c2ccccc21	-6
CCn1ccc(C(=O)Nc2nnc(-c3ccno3)o2)n1	22
O=C(Nc1ccc(Oc2cccnc2)cc1)C1CCN(CC2CCCCC2)CC1	-11
Cc1cc(C)nc(SCc2cc(-c3nn(C)c(=O)c4ccccc34)ccc2C)n1	3
CCCNC(=O)C1(C)CCCN(CC(=O)c2cc(OC)ccc2OC)C1 (stereo not given)	-4
CC(c1ccncc1)N(C)S(C)(=O)=O (stereo not given)	-6
CCOC(=O)N1CCN(Cc2nc(-c3ccc(C)o3)oc2C)CC1	-8
C=CCN(C1CCCC1)S(=O)(=O)C1CON(C)C1c1ccc(OC)cc1 (stereo not given)	-2
O=C(CNC(=O)CNC(=O)c1ccco1)NCc1ccc(Cl)cc1	-1
c1cc(-c2noc(-c3ccc4c(c3)OCO4)n2)ccn1	-26
CC(C)COc1ccc(NC(=O)c2ccnnc2)cc1Cl	-12
CC(OCC1CC1)C(=O)NS(=O)(=O)/C=C/c1ccccc1 (stereo not given)	-2
CCC1(c2ccc(F)cc2)NC(=O)N(CCOc2ccccc2F)C1=O (stereo not given)	-5
CC(C)C1=CC2=CCC3[C@](C)(CCC[C@]3(C)C(=O)O)C2CC1 (stereo not given in full)	-10
CC1SCCN1S(=O)(=O)c1ccc(I)cc1 (stereo not given)	-8
COC(=O)c1cccc(C(=O)N(C)CC2CCN(CCc3ccc(F)cc3)CC2)c1	-10
CC1CCCN(c2nc3c(c(=O)n(C)c(=O)n3C)n2CCSc2nc3ccccc3s2)C1 (stereo not given)	-2
OCc1nnc2n1N=C(c1ccc(Cl)cc1)CS2	2
CC(=O)CN1CCn2c3c(c4cc(C)ccc42)CCCC31 (stereo not given)	-37
CCOCCn1c(N/N=C\c2ccc(OCC)cc2)nc2c1c(=O)n(C)c(=O)n2C	3
Cc1ccc(-c2csc(C3CC(=O)N(C4CC(C)(C)NC(C)(C)C4)C3=N)n2)cc1 (stereo not given)	6
O=C(c1cc(NC2CCCCCC2)nc2ccccc12)N1CCOCC1	-2
Cn1cc(C(=O)Nc2ccc(Oc3cccc(C#N)c3)cc2)ccc1=O	-16
CCc1nnc(NC(=O)CC2CC3CCC2C3)s1 (stereo not given)	-9
ClCc1cc(-c2ccccc2)on1	-1
Cc1ccc(OC(=O)Oc2ccc(C)cc2)cc1	-1
CCOC(=O)C1CCN(C(c2cccnc2)c2c(O)cc(C)n(Cc3ccco3)c2=O)CC1 (stereo not given)	-6
CNC(=O)CC(C)N(C)C(=O)c1sc(C)nc1-c1ccccc1 (stereo not given)	-16
COc1ccc(S(=O)(=O)NCC2CCCN(C(=O)CC3CCCC3)C2)cc1 (stereo not given)	-9
CCc1nc(C)cn1S(=O)(=O)c1cc(C)c(C)cc1C	-2
O=C1CCCN1Cc1n[nH]c(=S)o1	11
Cn1nc2nc(NCCc3cccs3)nc(-c3cccc(F)c3F)c2c1N	-6
O=C(NCCc1nnc2ccccn12)c1cccc(Oc2ccccc2)c1	-4
CC(=O)c1[nH]c(C)c(C(=O)NC2CCCC(C)C2C)c1C (stereo not given)	-9
Brc1cc2c(cc1-c1nc3ccccc3s1)OCO2	-6
O=c1cc(CO)oc(CN2CCCCC2)c1O	1
Cn1ccnc1C(NC(=O)C1CCCO1)c1cccc(F)c1 (stereo not given)	0
O=P(c1ccccc1)(c1nc2ccccc2s1)N1CCCCC1 (stereo not given)	-15
CC(=NNc1nncc2ccccc12)c1cc2ccccc2o1	-4
OC(c1ccc2c(c1)CN(C/C=C/c1ccco1)CCO2)C1CCCCC1 (stereo not given)	2
O=C(O)Cc1cc2ccccc2nc1C(=O)O	1
CCOc1cc(S(=O)(=O)NC2CC(C)(C)NC(C)(C)C2)c(C)cc1C	3
CN1OC(C)(CC(=O)NCc2nccs2)N=C1c1cccc(Br)c1 (stereo not given)	-7
O=C(NCc1cccc(Cl)c1)c1cc(N2CCOCC2)nc2ccccc12	-3
O=C(c1cccs1)N1CCc2cc(S(=O)(=O)N3CCCCC3)ccc21	-7
O=C1OC(c2ccccc2)C(O)(c2ccccc2)C12CCCCC2 (stereo not given)	1
Cc1cc(C)n(-c2cncc(NCc3ccnc(N(C)C)c3)n2)n1	-12
C=CCN(C(=O)C1CCN(CC(F)(F)F)CC1)c1ccccc1	-3
CC(OC(=O)c1nc(-c2ccccc2)n(-c2ccccc2)n1)c1nc(N)nc(N(C)C)n1 (stereo not given)	-3
Cn1c(=O)c2c(ncn2CC(=O)c2ccc(CCNS(C)(=O)=O)cc2)n(C)c1=O	0
CC(C)Cc1nnc2sc(C3CCOC3)nn12 (stereo not given)	-15
Cc1cc(NC(=O)CSc2nnc(-c3ccco3)n2C)n(C)n1	-3
Cc1nnc(NC(=O)CCN2C(=O)NC(C)(C)C2=O)s1	2
CC(C)(O)C#Cc1cccc(C(=O)NCC[C@@H]2C[C@@H]3C=C[C@H]2C3)c1	-2
CC(C)NCc1csc(COc2cccc(Cl)c2)n1	-13

(further entries)
SMILES	mcGAS MS inh
COC(=O)C1CN(C)C(=O)CN1S(=O)(=O)c1ccc([N+](=O)[O-])cc1 (stereo not given)	-7
Cc1cc(C(=O)CSc2nnc(NC3CC3)s2)c(C)n1C	-5
O=C(c1ccco1)N1CCCC(OCc2cc(F)ccc2F)C1 (stereo not given)	-6
O=C(c1cc(C2CC2)[nH]n1)N(Cc1ccccc1)C1CCS(=O)(=O)C1 (stereo not given)	-11
C[C@@H]1CN(C2(C(=O)N[C@@H]3CNC[C@H]3O)Cc3ccccc3C2)C[C@H](C)O1	-31
CCN(C(=O)Nc1cccc(C(=O)NC)n1)C(C)c1cccnc1 (stereo not given)	-64
CC(C)(C)N1CCC(CN)C1 (stereo not given)	-11
CCOC(=O)C(C)N1C(=O)C2CC=C(Cl)CC2C1=O (stereo not given)	-5
O=c1cc(N2CCC3(CC2)OCCO3)[nH]c(=O)n1C1CCCCC1	-6
CC1CC1c1ccc(C=CC(=O)O)o1 (stereo not given)	-7
c1csc(CNCc2cccs2)c1	-6
CC(=O)C1=C(c2ccc(F)cc2)N(C(C)=O)n2c(nnc2-c2ccc(C)cc2)S1	-5
CCN(CC)S(=O)(=O)c1cccc(-c2nnc3n2N=C2CCCCC2S3)c1 (stereo not given)	-4
CCc1ccc(C(=O)C(C)OC(=O)C(C(C)C)N2CCCC2)cc1 (stereo not given)	14
CCc1[nH]c2c(CNC(=O)c3nc(C)oc3C)cc(F)cc2c1C	1
Cc1ccc(CNC2CCN(S(C)(=O)=O)CC2)c(C)c1	-3
COc1cc(F)c(-c2nccn2CCC2CCCCO2)cc1OC (stereo not given)	-8
Cn1cc(CCC(=O)O[C@@H]2CCC[C@H]2n2cccn2)cn1	-2
CSc1nn(-c2ccccc2)c(N)c1C#N	-3
CCC(C)(C)C(=O)O[C@H]1C[C@@H](C)C=C2C=C[C@H](C)[C@H](CC[C@@H]3C[C@@H](O)CC(=O)O3)[C@H]21	-6&-3
Oc1c(C(c2ccccn2)N2CCCC2)ccc2cccnc12 (stereo not given)	-14
COCCCN(C)S(=O)(=O)c1ccc(C#N)cc1C	1
COCCN(CC(=O)Nc1cccc(C)c1C)C(=O)c1n[nH]c(=O)c2ccccc12	-2
Cc1ccc(OS(=O)NCCSc2ccccc2)cc1 (stereo not given)	-24
CC1CCN(C(=O)NCc2cccc(C(=O)NCCN(C)C)c2)CC1	-11
COc1ccc(Nc2nc(C)c3c(n2)CC(C)CC3=O)cc1 (stereo not given)	5
CCc1[nH]c2c(CNC(=O)C3CCN(CCOC)CC3)cc(C)cc2c1C	10
O=C1CN(C(c2ccccc2)(c2ccccc2)c2ccccc2)CO1	-2
Cc1cccc(OCC(=O)NC(c2ccccc2)C2CC2)c1 (stereo not given)	-8
O=C(c1cccc(CC2CCNCC2)c1)N1CCCC1c1ccccn1 (stereo not given)	-3
CCOC(=O)C1(O)CCN(c2cnc3cc(F)c(F)cc3n2)CC1	-15
COc1ccccc1CN(C(=O)c1ccccc1)c1ccc(N2CCOCC2)c(Cl)c1	-5
O=C(CCCc1ccccc1)Nc1ccnn1C1CCN(Cc2cccc3c2OCO3)CC1	-2
Cc1nn(C)cc1S(=O)(=O)NCCCN1CCOCC1	-8
CCOC(=O)C(C#N)=C1SC2CS(=O)(=O)CC2S1 (stereo not given)	46
COCCCNC(=O)N(Cc1ccc(OC)cc1)C(C)C1CC1 (stereo not given)	-4
O=C(O)C1CN(C(=O)Cc2c(F)cccc2Cl)c2ccccc2O1 (stereo not given)	-8
O=C(CCc1nc2ccccc2[nH]c1=O)OCc1ccc(C(=O)Oc2ccccc2)cc1	-25
CC(C)(O)c1cc(Cl)ccc1Cl	-8
N#Cc1c(N)c(C#N)c(=S)n(C2CCCCC2)c1N	-1
Cc1[nH]nc2ncc(NC(=O)COc3ccc(C(F)(F)F)cc3)cc12	-32
CCC(=O)Nc1ccc(OCC(=O)N2CCCC3(CCNCC3)CC2)cc1	-3
COc1ccccc1NC(=O)c1c(O)c2ccccc2[nH]c1=O	-15
Cc1nc(C(C)C)sc1C(=O)Nc1nc2ccccc2[nH]1	-15
COc1ccc(CNC(=O)CCC2CCCN(C(=O)Cc3ccsc3)C2)c(OC)c1 (stereo not given)	-6
c1coc(-c2nnc(CSc3nnc(NC4CC4)s3)o2)c1	-7
CNS(=O)(=O)c1ccc2c(c1)oc(=O)c1cc(S(=O)(=O)NC)ccc12	9
CCCOc1ccc(Cl)cc1C(=O)N1CCC(C(N)=O)C1 (stereo not given)	-7

This is a subset; rates above refer to the full screens.
